Screening data (PubChem)
Tau fibril ThT: qHTS for Inhibitors of Tau Fibril Formation, Thioflavin T Binding; Microtubule-associated protein tau (Homo sapiens), P10636; recombinant tau K18 P301L, heparin-induced fibrillization, ThT fluorescence; Potency, µM (doses to about 57.4 µM), for the others: at the top dose activity, negative = inhibition, hits mostly inhibitors; hit rate 2.1% among 270,000; also: % is scaled to controls: 0 for no effect and ±100 for the full control effect; nearly all actives have a fitted effect of over 55% in size
Target sequence (P10636 561-689 P618L limits assumed): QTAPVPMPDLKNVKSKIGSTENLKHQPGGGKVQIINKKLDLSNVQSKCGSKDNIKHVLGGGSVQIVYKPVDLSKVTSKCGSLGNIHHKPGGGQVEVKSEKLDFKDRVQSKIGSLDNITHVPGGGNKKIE
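K18 P301L tau (15 uM + 0.24 uM Alexa 594-tagged), heparin 20 uM, NaOAc pH 7, 6 h 37 C; ThT 30 uM, 1 h RT, ex 450/em 510 nm.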
HTT ATP protect: qHTS Multiplex Assay to Identify Dual Action Probes in a Cell Model of Huntington: Cytoprotection (ATP). PC12 HTT-Q103 induced, cytoprotection, ATP luminescence, 40 h. AID 1471, 2008. hit rate 0.14% among 230,000. Potency, µM (series often up to 56.4 µM), for the others: cytoprotection (ATP increase), most hits filed as activators;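 also: % of control where 0% means no effect; nearly all actives have a fitted effect of over 45% in size; toxic huntingtin expression switched on by the ecdysone agonist tebufenozide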
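Readout: ATPlite luminescence (ATP level). Model: stable PC12, inducible Htt exon1 Q103-GFP. Inducer: tebufenozide, 100 nM final. Compounds: dose series. No G418 in medium.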
HttQ103 aggreg: qHTS Multiplex Assay to Identify Dual Action Probes in a Cell Model of Huntington: Aggregate Formation (GFP); PC12 HttQ103-GFP aggregates, Acumen cytometry, 40 h; Potency, µM (series often up to 46.1 µM), without a hit: top-dose activity change, negative = inhibition, hits mostly inhibitors; hit rate 1.1% among 220,000; AID 1688, 2009; also: % is scaled to controls: 0 for no effect and ±100 for the full control effect; nearly all actives have a fitted effect of over 60% in size
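Aggregates are detected as GFP objects 1–25 µm with signal 6 STDEV over background in lysates of induced PC12 cells. These carry Huntingtin exon 1 with 103 glutamines fused to GFP under an ecdysone promoter; compounds titrated.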
SMN2 splice enh: qHTS Assay for Enhancers of SMN2 Splice Variant Expression. AID 1458, 2008. HEK293 SMN2-luciferase splicing reporter, luminescence, 30-36 h. hit rate 2.8% among 210,000. Potency, µM (doses to about 46.1 µM), for inactives: at the highest dose activity change, positive = activation, most hits filed as activators; also: % of control where 0% means no effect; nearly all actives have a fitted effect of over 55% in size
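HEK293 cells carry an SMN2 minigene-luciferase reporter in which exon 7 inclusion puts luciferase in frame. Cells were seeded at 2000 cells/well, attached for 10-12 hours, then exposed to compounds for 30-36 hours at 37C before ONE-Glo luminescence.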
Tau fluor counter: Counterscreen qHTS for Inhibitors of Tau Fibril Formation, Fluorescence Polarization; Potency, µM (highest dose often 57.7 µM), inactives show at the highest dose activity change, negative = decrease; AID 1463, 2008; hit rate 0.93% among 280,000; tau K18 P301L Alexa594 fluorescence, heparin fibrillization; also: % is scaled to controls: 0 for no effect and ±100 for the full control effect; nearly all actives have a fitted effect of over 55% in size
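Human tau K18 P301L (15 uM unlabeled, 0.24 uM Alexa 594-labeled) in 100 mM sodium acetate pH 7 with 20 uM heparin, 6 hr at 37 C. ThT 30 uM added, 1 hr ambient; Alexa 594 FP and total fluorescence read at 555/632 nm.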
ALDH1A1 inh: qHTS Assay for Inhibitors of Aldehyde Dehydrogenase 1 (ALDH1A1); Aldehyde dehydrogenase 1A1 (Homo sapiens), P00352; Purified ALDH1A1, NADH fluorescence, propionaldehyde substrate; Potency, µM (top dose mostly 75.3 µM), for inactives: at the top dose activity, negative = inhibition, actives largely listed as inhibitors; hit rate 7.3% among 220,000; active = well fitted inhibition curve with a large enough effect, not every such curve was filed as active; inconclusive = small, poorly fitted or top-dose-only effect, or another doubt; inactive = no such curve, though single readings can be large or run the other way;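 also: plate controls were no enzyme wells and a reference inhibitor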
Target sequence (P00352 whole entry, looked up): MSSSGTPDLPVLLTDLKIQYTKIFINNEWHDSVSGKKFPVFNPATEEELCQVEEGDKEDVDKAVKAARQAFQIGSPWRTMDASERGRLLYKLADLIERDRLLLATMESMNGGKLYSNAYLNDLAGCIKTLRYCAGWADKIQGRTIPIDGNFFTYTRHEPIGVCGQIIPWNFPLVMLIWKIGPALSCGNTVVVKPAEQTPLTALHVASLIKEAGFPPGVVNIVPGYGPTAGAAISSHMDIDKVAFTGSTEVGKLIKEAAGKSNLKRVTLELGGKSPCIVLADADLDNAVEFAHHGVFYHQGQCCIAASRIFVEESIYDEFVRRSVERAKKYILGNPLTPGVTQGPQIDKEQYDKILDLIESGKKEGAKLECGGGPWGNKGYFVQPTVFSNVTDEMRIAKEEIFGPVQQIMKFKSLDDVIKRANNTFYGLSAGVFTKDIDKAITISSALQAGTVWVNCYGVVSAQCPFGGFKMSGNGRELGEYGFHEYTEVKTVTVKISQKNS
JMJD2E inh: qHTS Assay for Inhibitors of Human Jumonji Domain Containing 2E (JMJD2E); Lysine-specific demethylase 4E (Homo sapiens), B2RXH2; JMJD2E catalytic domain, FDH-coupled NADH fluorescence (FDH is formaldehyde dehydrogenase); Potency, µM (titrated, usually from 57.1 µM), inactives show at the top dose activity change, negative = inhibition, usual class: inhibitors; hit rate 1.6% among 230,000; AID 2147, 2009; active = well fitted inhibition curve with a large enough effect, not every such curve was filed as active; inconclusive = small, poorly fitted or top-dose-only effect, or another doubt; inactive = no such curve, though single readings can be large or run the other way;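 also: 0% = wells with enzyme and -100% = buffer wells without enzyme; nearly all actives have a fitted effect of over 50% in size; many of its hits are not listed in these tables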
Target sequence (B2RXH2 1-337 limits assumed): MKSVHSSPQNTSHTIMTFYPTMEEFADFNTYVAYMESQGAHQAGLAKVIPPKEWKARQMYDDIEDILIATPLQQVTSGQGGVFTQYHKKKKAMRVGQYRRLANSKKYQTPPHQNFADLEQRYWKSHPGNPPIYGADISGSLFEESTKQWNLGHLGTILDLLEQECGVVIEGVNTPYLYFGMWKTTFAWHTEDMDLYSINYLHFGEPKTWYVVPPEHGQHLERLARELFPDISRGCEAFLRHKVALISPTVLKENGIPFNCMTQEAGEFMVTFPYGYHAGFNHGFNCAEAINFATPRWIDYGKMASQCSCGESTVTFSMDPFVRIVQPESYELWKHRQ
Tau fibril FP: qHTS for Inhibitors of Tau Fibril Formation, Fluorescence Polarization; Microtubule-associated protein tau (Homo sapiens), P10636; K18 P301L tau heparin fibrillization, Alexa594 FP, 6 h; Potency, µM (top dose mostly 57.7 µM), inactives show at the top dose activity, negative = inhibition, usual class: inhibitors; hit rate 0.39% among 280,000; AID 1468, 2008; also: % is scaled to controls: 0 for no effect and ±100 for the full control effect; nearly all actives have a fitted effect of over 55% in size
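Recombinant K18 P301L […], labeled with Alexa 594 at 0.24 uM over 15 uM unlabeled; heparin inducer 20 uM final; 37 C, 6 hr; FP endpoint.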
* marks the source's active call; other numbers are inactive results; u = inconclusive; x = not tested or not shown; & = joins results of further samples; ! = a repeat was not active; [ ] = another dose, or the depositor's remark. Unless noted, calls follow the shape of the dose curve; as a rule, active = well fitted curve in the direction sought with a large enough effect; inconclusive = small, poorly fitted or top-dose-only effect, or another doubt; inactive = no such curve, though single readings can be large; an effect the other way counts as inactive or inconclusive. Potency is read from the fitted curve at half-maximal effect.

entry	molecule	Tau fibril ThT	HTT ATP protect	HttQ103 aggreg	SMN2 splice enh
1	Cc1ccc(NC(=O)CSc2nnc(CN3CCOCC3)n2C)cc1C	-7%	x	12%	-43%
2	O=c1c(O)c(-c2ccc(O)c(O)c2)oc2cc(O)ccc12	5µM*	-24%[1.9 µM]	x	21%
3	COc1ccc(NC(=O)c2ccc(F)cc2)cc1S(=O)(=O)Nc1cc(C)ccc1Br	10%	-11%[10 µM]	-23%	10%
4	Cn1c(C(=O)NC2CCCCCC2)cc2c(=O)n(C)c3ccccc3c21	-13%	-26%	14%	-4%
5	c1ccc(COCCCc2cnc[nH]2)cc1	-1%	-2%	x	x
6	COc1ccc(C(O)c2coc3ccc(O)c(CN(C)C)c23)cc1 (stereo unspecified)	0%	-6%	-23%	5%
7	CC(C)(C)[C@H]1C=C(C(=O)NCc2ccccc2)O[C@@H](OCc2ccc(CO)cc2)C1	-3%	10%[10 µM]	5%[9.22 µM]	x
8	O=C(O)Cc1ccc(NC(=O)c2cccc(NC(=O)c3ccco3)c2)cc1	-4%	-11%[10 µM]	-5%[9.22 µM]	x

entry	Tau fluor counter	ALDH1A1 inh	JMJD2E inh	Tau fibril FP
1	-7%	32µM*	5%	1%
2	u	u	14µM*!	9%&7%
3	u	6%	-6%	u
4	1%	u	u	8%
5	3%	-14%	x	1%
6	-1%	3%	-7%	2%
7	-14%	0%	16%	16%
8	-1%	u	-5%	-7%

(further entries)
entry	molecule	Tau fibril ThT	HTT ATP protect	HttQ103 aggreg	SMN2 splice enh
9	CCCC1S/C(=N/N=C/c2ccco2)NC1=O (stereo unspecified)	-6%	11%[10 µM]	-4%	-7%
10	COc1ccc(C(=O)C[N+]2(C)CCOCC2)cc1	-7%	-4%[10 µM]	-6%	20%
11	O=C(CCN1CCN(c2ccccc2)CC1)Nc1cccc(Br)c1	u	-13%	-19%	-7%
12	O=C(Cc1ccccc1)N1CCCC(c2nc(-c3ccc(S(=O)(=O)N4CCCC4)cc3)no2)C1 (stereo unspecified)	-13%	-5%	-3%[9.22 µM]	-45%[inhibitor]
13	COc1ccc(Nc2nc(-c3ccccc3)c3cc(Br)ccc3n2)cc1	u	x	x	-5%
14	c1ccc2sc(-c3ccncc3)nc2c1	-10%	8%[10 µM]	-5%[9.22 µM]	x
15	CCOC(=O)c1c(C)sc2c1N(C(=O)CN(CC)CC)c1ccccc1S2	-14%	1%[10 µM]	-22%	-11%
16	COc1ccc(-n2c(=O)c3ccccc3n(CC(=O)Nc3cccc(OC)c3)c2=O)cc1	5%	-6%	-2%	-17%

entry	Tau fluor counter	ALDH1A1 inh	JMJD2E inh	Tau fibril FP
9	3%	-12%	1%	6%
10	-9%	-14%	-1%	-4%
11	-27%	5%	7%	14%
12	-9%	u	0%	1%
13	u	x	x	13%
14	2%	-7%	u	3%
15	0%	16%	1%	2%
16	-16%	8%	-28%	-8%

Record cards, from the list above. Order of values: Tau fibril ThT	HTT ATP protect	HttQ103 aggreg	SMN2 splice enh	Tau fluor counter	ALDH1A1 inh	JMJD2E inh	Tau fibril FP
COc1ccc(-n2c(=O)c3ccccc3n(CC(=O)Nc3cccc(OC)c3)c2=O)cc1 in the list: 5%	-6%	-2%	-17%	-16%	8%	-28%	-8%
c1ccc2sc(-c3ccncc3)nc2c1 in the list: -10%	8%[10 µM]	-5%[9.22 µM]	x	2%	-7%	u	3%
O=C(Cc1ccccc1)N1CCCC(c2nc(-c3ccc(S(=O)(=O)N4CCCC4)cc3)no2)C1 (stereo unspecified) in the list: -13%	-5%	-3%[9.22 µM]	-45%[inhibitor]	-9%	u	0%	1%
CCOC(=O)c1c(C)sc2c1N(C(=O)CN(CC)CC)c1ccccc1S2 in the list: -14%	1%[10 µM]	-22%	-11%	0%	16%	1%	2%
COc1ccc(Nc2nc(-c3ccccc3)c3cc(Br)ccc3n2)cc1 in the list: u	x	x	-5%	u	x	x	13%

The results go on:
entry	molecule	Tau fibril ThT	HTT ATP protect	HttQ103 aggreg	SMN2 splice enh
17	COc1cccc(/C=N/NC(=O)CCn2cnc3ccccc32)c1	-2%	19%[10 µM]	-2%[9.22 µM]	x
18	COC(=O)c1ccccc1NC(=O)CSc1ccccn1	-2%	6%	6%	-5%
19	COc1ccccc1N1CCN(C(=O)C(C)N(c2ccc(C)cc2)S(C)(=O)=O)CC1 (stereo unspecified)	-3%	3%	-10%	-16%
20	COCCN(Cc1cc2ccc(C)cc2n2nnnc12)Cc1nnnn1C(C)(C)C	-6%	14%[10 µM]	15%	1%
21	O=C(NNS(=O)(=O)c1ccccc1F)c1cccc(S(=O)(=O)N2CCOCC2)c1	1%	25%[10 µM]	13%	0%
22	Cc1ccccc1Cn1c2ccccc2c2cnn(CC(=O)N3CCN(c4ccccc4)CC3)c(=O)c21	-17%	-26%	-17%	-12%
23	COC(=O)C1C2C=CC3(CN(C(C)C)C(=O)C13)O2 (stereo unspecified)	0%	10%	0%	-15%
24	C=CCOc1ccc(C2NC(=S)NC(c3ccccc3)=C2C(C)=O)cc1OC (stereo unspecified)	0%	-5%	-8%	-11%

entry	Tau fluor counter	ALDH1A1 inh	JMJD2E inh	Tau fibril FP
17	-1%	x	-6%	6%
18	2%	5%	-4%	-6%
19	-2%	1%	12%	8%
20	-2%	5%	-6%	-2%
21	2%	2%	4%	5%
22	-21%	u	u	-1%
23	6%	-9%	6%	4%
24	3%	u	-1%	10%

Further compounds.
entry	molecule	Tau fibril ThT	HTT ATP protect	HttQ103 aggreg	SMN2 splice enh
25	Cc1onc(-c2ccccc2)c1C(=O)N1CCN(C/C=C/c2ccccc2)CC1	-8%	-7%	6%	-15%
26	Cc1nc2c(ccc3c2ccc2nc(C)sc23)s1	-6%	-22%	-8%[9.22 µM]	13%
27	CC(C)C[C@H](N)c1cn([C@@H](Cc2ccc(O)cc2)C(=O)N2CCNCC2)nn1	-7%	19%[10 µM]	-3%[9.22 µM]	x
28	O=C(CCCNS(=O)(=O)c1ccc(Br)cc1)N1CC[C@@]2(O)CCCC[C@H]2C1	-7%	5%[0.074 µM]	8%	-7%
29	CSCC[C@H](NC(=O)OC(C)(C)C)c1nnc(SCC(=O)N(C)C)o1	4%	0%	-10%[9.22 µM]	6%
30	N=c1sccn1CC(=O)Nc1ccccc1Sc1ccccc1	4%	-30%[inhibitor]	-15%	8%
31	CCc1nnc(NS(=O)(=O)c2ccc(NC(=O)COc3ccc(Cl)c(C)c3)cc2)s1	u	-30%	-25%	-5%
32	Cc1cc(=O)oc2cc(OCC(=O)N3CCCC(C)C3)ccc12 (stereo unspecified)	-6%	-1%	18%	-2%

entry	Tau fluor counter	ALDH1A1 inh	JMJD2E inh	Tau fibril FP
25	-11%	1%	-2%	-4%
26	-3%	14%	-5%	3%
27	-3%	-6%	2%	-9%
28	-3%	-5%	5%	-1%
29	7%	-13%	12%	-1%
30	2%	4%	7%	9%
31	-6%	7%	9%	12%
32	0%	u	u	-4%

Additional records
entry	molecule	Tau fibril ThT	HTT ATP protect	HttQ103 aggreg	SMN2 splice enh
33	COc1cc(-c2csc(N3CCOCC3)n2)cc(OC)c1OC	-4%	-16%	3%	9%
34	Cc1[nH]c(=O)[nH]c(=O)c1S(=O)(=O)N1CCCC(C(=O)N2CCN(c3ccccc3Cl)CC2)C1 (stereo unspecified)	0%	18%	3%	u
35	O=C(OCCOc1ccc(Br)cc1)c1cnccn1	1%	-12%[10 µM]	-6%	1%
36	COc1ccccc1NC(=O)CC1COc2ccccc2O1 (stereo unspecified)	-3%	4%	4%	-5%
37	CCc1cccc(Nc2cc(C)nc3ncnn23)c1	-3%	3%	16%	3%
38	COCCn1c(C)cc(C(=O)CSc2nc3ccccc3c(=O)[nH]2)c1C	-5%	19%[10 µM]	-29%	u
39	Cc1ccccc1Oc1ncnc2sccc12	0%	-7%	4%	-9%
40	CC(=O)Nc1ccc(SCC(=O)OCC(=O)NC(=O)NC2CCCC2)cc1	-4%	-2%[10 µM]	16%	15%

entry	Tau fluor counter	ALDH1A1 inh	JMJD2E inh	Tau fibril FP
33	-1%	u	-11%	10%
34	1%	3%	3%	-3%
35	3%	8%	-4%	4%
36	-3%	1%	5%	9%
37	-4%	15%	11%	-4%
38	0%	7%	-2%	-8%
39	-4%	3%	4%	-3%
40	-6%	-4%	7%	6%

(further entries)
entry	molecule	Tau fibril ThT	HTT ATP protect	HttQ103 aggreg	SMN2 splice enh
41	Cc1ccc(NC(=O)CC2Oc3ccc(C)cc3NC2=O)cc1 (stereo unspecified)	-1%	-4%	17%	26%
42	COc1ccc(Oc2c(C=O)c3ccccc3n2C)cc1	-1%	-31%	u	3%
43	Cc1cc(C)c(N2CCN(S(=O)(=O)N3CCCCCC3)CC2)c(C)c1	u	-28%	u	u
44	C/C(=N\n1c(C)nc2ccccc2c1=O)c1ccc(C)o1	-5%	10%[10 µM]	17%[9.22 µM]	x
45	CCOC(=O)c1sc2nc(C)nc(N3CCN(c4ncccn4)CC3)c2c1C	4%	5%[10 µM]	-13%	1%
46	COc1cccc(N=C2SC(C(=O)Nc3ccccc3F)CC(=O)N2C)c1 (stereo unspecified)	-8%	7%	-6%	-7%
47	COc1cc(/C=N/NC(=O)c2ccncc2)ccc1Oc1ccc([N+](=O)[O-])cn1	-17%	-34%[inhibitor]	-13%	-45%[inhibitor]

entry	Tau fluor counter	ALDH1A1 inh	JMJD2E inh	Tau fibril FP
41	-6%	9%	-4%	-2%
42	-4%	-7%	4%	-10%
43	-12%	u	-2%	-3%
44	-4%	-1%	9%	-1%
45	-2%	-10%	-10%	-3%
46	-6%	u	5%	1%
47	-15%	u	u	-9%

A portion of the library; count on the stated rates, not on these rows.
